S3 lipid droplet: qHTS Assay for Lipid Storage Modulators in Drosophila S3 Cells; Drosophila S3 cells, BODIPY lipid droplet fluorescence, 18-24 h; cells fed with added oleic acid; lipid storage change, negative = inhibition, % at the top dose, mostly 46.1 µM; hits show Potency in µM; 0.64% of 320,000 active; active = well fitted inhibition curve with a large enough effect in the signal ratio, with a control signal flat, not every such curve was filed as active; inconclusive = small, poorly fitted or top-dose-only effect, or effect the other way, or a change in a side signal; the % refers to the signal ratio
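Laser-scanning cytometry quantifies lipid droplet accumulation (500–530 nm total intensity; droplet/cell object ratio) in oleic acid-fed (400 uM added) Drosophila S3 cells treated with a concentration series. 20 uM Triacsin C defined 100% inhibition.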
S3 lipid droplet cell count max: recorded beside S3 lipid droplet, whose call it bears; cell number change, %; measured here: cell count max response;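 cells counted by Cell Tracker Red CMTPX staining in the red channel; peak over a dose series mostly up to 46.1 µM; percent activity relative to internal control wells on each plate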
Active calls of the source: *; i = inactive; ? = inconclusive; . = no result given; [ ] = remark or other dose. % is scaled to controls: 0 for no effect and ±100 for the full control effect; potency is read from the fitted curve at half-maximal effect.

nr	molecule	S3 lipid droplet cell count max	S3 lipid droplet
1	COCCn1c(=O)[nH]c2cc(C(=O)Nc3cc(OC)c(OC)c(OC)c3)ccc2c1=O	.	?
2	CCCCn1c(/N=C/c2ccc(N(C)C)cc2)nc2ccccc21	9.0	9.6%
3	CCC(C(=O)N1CCC(C(N)=O)CC1)n1nc(C)n2c(cc3occc32)c1=O (stereo not given)	.	?
4	C/C(=N\NC(=O)CSCc1ccc([N+](=O)[O-])cc1)c1ccccc1	-1.1	4.4%
5	COc1ccc(CN2CCNC(=O)C2CC(=O)N(C)Cc2nccs2)c(OC)c1 (stereo not given)	-6.7	-11.9%
6	Clc1nc(NCc2ccco2)nc(N2CCCCC2)n1	.	?
7	O=C(NCCc1ccc(Cl)cc1)/C(=C/c1cccnc1)NC(=O)c1ccccc1	-1.1	-1.1%
8	O=C(Nc1cccc(NC(=O)c2ccc(Br)o2)n1)c1ccc(Br)o1	-4.9	17.3%
9	CCC1CCCCN1Cc1nc2c(c(=O)n(C)c(=O)n2C)n1CCC(C)C (stereo not given)	.	?
10	Cc1cccc(C(P(=O)(c2ccccc2)c2ccccc2)P(=O)(c2ccccc2)c2ccccc2)n1	.	?
11	CN(C)CCN(C(=O)c1ccc2ccccc2c1)c1nc2ccc(F)cc2s1	.	?
12	O=c1c(/C=N/OCc2ccc(Cl)cc2Cl)c[nH]n1-c1cccc(Cl)n1	.	?
13	Cc1cc(C(=O)NCCCN2CCCC2=O)no1	.	?
14	Cc1ccc(C)c(N2CCN(C(=O)C(Cc3ccccc3)n3cccc3)CC2)c1 (stereo not given)	.	?
15	Cc1ccc2cc(CN(CC3CCCO3)C(=S)Nc3ccccc3)c(=O)[nH]c2c1C (stereo not given)	-6.1	-16.3%
16	CCOc1ccccc1N(CC(=O)Nc1ccc(S(=O)(=O)N2CCOCC2)cc1)S(=O)(=O)c1ccccc1	.	?
17	Cc1cc(C(=O)N2CCN(c3ccc(F)cc3)CC2)on1	.	?
18	COc1cccc(CN(C)C(=O)c2cc(COc3ccc(-n4cncn4)cc3)on2)c1	.	?
19	COc1ccc(OCCSc2nnc(CCNC(=O)c3ccc(Cl)c(Cl)c3)n2C)cc1	-9.9	-9.4%
20	COc1ccc(N2CC(C(=O)Nc3ccc(S(=O)(=O)Nc4nc(C)cc(C)n4)cc3)CC2=O)cc1 (stereo not given)	.	?
21	Cc1ccc(C)c(NC(=O)C(CC(=O)O)C2CCCO2)c1 (stereo not given)	.	?
22	CCOC(=O)C(NCCOC)(NC(C)=O)C(F)(F)F (stereo not given)	.	?
23	COc1ccc(N2CCN(CCNC(=O)C3CC(=O)N(C4CCCC4)C3)CC2)cc1 (stereo not given)	0.7	-1.8%
24	O=S(=O)(NCc1ccc(Cl)cc1)c1cnc[nH]1	.	?
25	COc1ccccc1CC(NC(C)=O)C(=O)NC1CCN(C(=O)Nc2ccccc2Cl)CC1 (stereo not given)	3.4	-1.5%
26	Cc1cc(C(=O)Nc2sc3c(c2C#N)CCC(C)C3)cs1 (stereo not given)	.	?
27	O=c1nc2n(c3ncccc13)CCC2	-18.8	80.0%
28	COc1cccc(/C=N/NC(=O)CC(C)O)c1OC/C=C/c1ccccc1 (stereo not given)	.	?
29	O=C(CNC(=O)c1ccco1)NCC(=O)OCc1ccccc1Cl	.	?
30	Nc1nnc(-c2ccco2)s1	14.3	i

Part of the list above, with one line to a screen:
5. COc1ccc(CN2CCNC(=O)C2CC(=O)N(C)Cc2nccs2)c(OC)c1 (stereo not given)
6. Clc1nc(NCc2ccco2)nc(N2CCCCC2)n1
7. O=C(NCCc1ccc(Cl)cc1)/C(=C/c1cccnc1)NC(=O)c1ccccc1
8. O=C(Nc1cccc(NC(=O)c2ccc(Br)o2)n1)c1ccc(Br)o1
screen / no. | 5 | 6 | 7 | 8
S3 lipid droplet cell count max | -6.7 | . | -1.1 | -4.9
S3 lipid droplet | -11.9% | ? | -1.1% | 17.3%

Later entries:
nr	molecule	S3 lipid droplet cell count max	S3 lipid droplet
31	O=C(Nc1ccc(OC(F)F)cc1)c1cc[n+]([O-])cc1	.	?
32	COc1ccc(-c2cc(C(=O)N(C)Cc3ccccc3)no2)cc1OC	-27.7	-26.3%
33	CNC(=S)N/N=C(\C)c1ccccc1	4.0	-3.5%
34	O=S1(=O)CCN(Cc2cccc(Cl)c2)CC1	-0.6	2.9%
35	CCc1ccccc1NC(=O)CSc1nnc([C@@H](NC(=O)OC(C)(C)C)C(C)CC)o1 (stereo not given in full)	.	?
36	O=c1cc(CN2CCCc3ccccc32)nc2sccn12	.	?
37	COc1cc(C(C[N+](=O)[O-])c2c(N)n(C)c(=O)n(C)c2=O)ccc1O (stereo not given)	.	?
38	Cc1cccc(CSc2nnc(CCCCCNC(=O)OC(C)(C)C)o2)c1	.	?
39	CCOC(=O)N1CCN(C(=O)c2cccn3c(=O)c4cc(Br)ccc4nc23)CC1	.	?
40	COc1ccc(/C=N/n2c(-c3ccccc3)n[nH]c2=S)cc1	.	?
41	Fc1ccc(-c2nc3c(Cl)cc(C(F)(F)F)cn3c2Cl)cc1	.	i
42	COc1ccc(C2C(C(=O)OCC(=O)NC(C)(C)C)CCC(=O)N2c2ccc(C)cc2)cc1OC (stereo not given)	.	?
43	O=Cc1cn(CCC(=O)O)nc1-c1cccc(Cl)c1	-5.8	-12.3%
44	C=CCn1c(-c2ccccc2)n[nH]c1=S	.	-8.0%
45	S=C(Nc1ccccc1Cl)N(Cc1cccnc1)Cc1ccco1	.	?
46	Cc1ccc(C(=O)OCC(=O)c2ccc(S(=O)(=O)N3CCCCC3)cc2)o1	-0.5	i
47	Cc1cc([N+](=O)[O-])ccc1-c1ccc(/C=N/NC(=O)Cc2ccccc2)o1	.	?
48	COc1ccc(/C(O)=C2/C(=O)C(=O)N(Cc3cccnc3)C2c2ccccn2)cc1 (stereo not given)	9.5	2.9%
49	CC(C)c1nc(C(N)=O)c2[nH]c(=O)n(-c3ccc(F)cc3)c2n1	.	?
50	CCCCc1nc(NCc2ccccc2)c(C#N)c2c1COC(C)(C)C2	.	?
51	COCCN(C(=O)c1cc(Cl)nc2ccccc12)c1c(N)n(Cc2ccccc2)c(=O)[nH]c1=O	.	?
52	CC1CN(S(=O)(=O)c2cccc(-c3cn4cccnc4n3)c2)CC(C)O1 (stereo not given)	-27.2	13.1%
53	Cc1ccc(C)c(N2CCN(C(=O)CCCCn3c(=O)[nH]c4ccccc4c3=O)CC2)c1	1.0	16.6%
54	Cc1cc(C)c(NC(=O)CN2C(=O)NC3(CCOc4ccccc43)C2=O)c(C)c1 (stereo not given)	.	i
55	O=C(COC(=O)c1ccccc1Br)NCCC1=CCCCC1	.	?
56	Cc1ccc(S(=O)(=O)N2CCOCC2)cc1C(=O)NCC1CCCO1 (stereo not given)	.	?
57	CCN1CCN(c2ccc(S(=O)(=O)N3CCCCC3)cc2NC(=O)COc2ccc(F)cc2Cl)CC1	.	?
58	CN1C(=O)c2cccc3c(S(=O)(=O)Nc4ccc(O)c(C(=O)O)c4)ccc1c23	.	?
59	CC(C)CC(=O)N1CCC(N2CCN(c3ccccc3)CC2)CC1	-9.9	1.0%
60	COC(=O)Cc1c(O)ccn(CCc2c[nH]c3ccccc23)c1=O	.	?

Other compounds
nr	molecule	S3 lipid droplet cell count max	S3 lipid droplet
61	Clc1ccc(/C=N/N2CCN(Cc3ccccc3Cl)CC2)cc1	.	?
62	CC(C)(C)NC(=O)CN1CCCN(C(=O)c2cccc(S(=O)(=O)N3CCc4ccccc43)c2)CC1	.	?
63	CCOc1ccc(S(=O)(=O)NCCC(=O)NCCc2ccc(OCC)c(OCC)c2)cc1	.	26.1%
64	OCCCC1CCCCN1Cc1nc(Cc2ccccc2Cl)no1 (stereo not given)	1.9	16.1%
65	CC(C)C(OC(=O)c1cc2sccc2n1C)C(=O)NCC1CCCO1 (stereo not given)	-22.9	7.6%
66	Cc1cnc(NC(=O)C2=C(O)c3ccccc3S(=O)(=O)N2C)s1	.	?
67	CCCOc1ccc(NC(=O)CC2Nc3ccccc3NC2=O)cc1 (stereo not given)	.	?
68	COc1ccc2oc(=O)cc(CN(C)Cc3ccccc3)c2c1	.	?
69	COC(=O)c1c(NC(=O)c2ccco2)sc(C(=O)N2CCCC2)c1C	-26.3	19.5%
70	Cc1onc(-c2ccccc2)c1C(=O)NCCc1c[nH]c2ccccc12	-1.8	11.5%
71	CN(C)S(=O)(=O)c1ccc(Cl)c(C(=O)OCC(=O)NC(=O)NC2CCCC2)c1	.	?
72	O=C(Cn1cnc(Cl)c1Cl)c1ccc(F)cc1	.	?
73	CCOc1ccc(NC(=O)CC2C(=O)N(c3ccc(OCC)cc3)C(=S)N2C2CC2)cc1 (stereo not given)	.	?
74	COc1ccc(NC(=O)CSc2nnc(Cn3c(=O)sc4ccccc43)n2C)cc1OC	-3.4	4.8%
75	Cn1c(SCC(=O)Nc2ccc(N3CCOCC3)cc2)nnc1-c1ccco1	.	?
76	O=C(Nc1cc(S(=O)(=O)N2CCCCC2)ccc1Cl)C1=NN(c2ccccc2)C(=O)CC1	11.3	i
77	Cc1cc(C)nc(NC2=NCCN2C(=O)NC2CCCCC2)n1	.	?
78	Cc1nc(CSc2nnc(N)s2)cs1	17.2	-2.9%
79	COc1ccc(N2CCN(C(=O)c3ccc(N(C)S(=O)(=O)c4ccc(OC)cc4)cc3)CC2)cc1	-17.1	-4.1%
80	NC(=O)CSc1nnc2ccc(-c3ccc(F)cc3)nn12	-10.1	22.6%[9.22 µM]
81	CC1(C(=O)O)CCC(C(=O)Nc2cccc(F)c2)C1(C)C (stereo not given)	.	?
82	COc1ccc(Nc2ncnc3ccc(Br)cc23)c(OC)c1	-22.9	i
83	COc1cc(OC)cc(C(=O)n2cnnc2N)c1	.	?
84	Cc1nnc2sc(SCc3ccc(Br)cc3)nn2c1=O	3.9	-1.6%
85	CCCCNC(=S)NC1CCCC1	-14.8	0.6%
86	Cc1ccc(NC(=O)CN2C(=O)NC(Cc3ccccc3)C2=O)cc1 (stereo not given)	2.7	14.8%
87	O=C(NCC(=O)N1CCN(S(=O)(=O)c2ccc3c(c2)OCCO3)CC1)c1ccccc1Cl	.	?
88	O=C(O)c1cccc(-c2ccc(/C=N/n3cnc4sc5c(c4c3=O)CCCC5)o2)c1	.	?
89	COc1ccc(CNC(=O)C2CCCN(S(=O)(=O)N3CC(C)CC(C)C3)C2)c(OC)c1 (stereo not given)	.	?
90	COC(=O)c1sccc1NC(=S)N1CCCCC1	1.9	i

(further entries)
nr	molecule	S3 lipid droplet cell count max	S3 lipid droplet
91	CC(C)(C)C(=O)N1CCN(c2nc3ccccc3o2)CC1	11.8	12.5%
92	NC(=S)Nc1cc(Cl)cc(Cl)c1	8.8	1.0%
93	Fc1ccccc1/C=N/Nc1nn[nH]n1	.	i
94	O=C(Cn1cnc2ccccc2c1=O)NCCC(=O)N1CCN(c2ccccc2)CC1	.	i
95	c1ccc(CSc2n[nH]c(-c3ccco3)n2)cc1	.	?
96	COc1ccc(CCn2c(-c3ccccc3)nc3c(c(=O)c4ccccc4n3C)c2=O)cc1	.	?
97	COc1ccc2nc(NC(=O)Cn3cnc4c(=O)n(C)c(=O)n(C)c43)sc2c1	.	?
98	C=CCn1c(SCC(=O)N2CCc3ccccc3C2)nnc1-c1ccncc1	.	?
99	COc1cccc(OCC(Cn2cnc3ccccc32)OC(C)=O)c1 (stereo not given)	-4.2	-8.5%
100	CN1CCN(C(=O)c2ccccc2NC(=O)CCN2C(=O)c3ccccc3C2=O)CC1	.	?
101	O=C(c1ccccc1)c1ccc(OC(=O)N2CCCC2)cc1	.	?
102	Cc1ccc(-n2c(C)cc(/C=C3/C(=N)N4C(c5ccccc5)=CSC4=NC3=O)c2C)cc1	6.1	7.7%
103	O=C(NCc1ccccc1)C1=C[C@@H](c2coc3ccccc3c2=O)C[C@@H](OCCCCO)O1	-11.4	-6.9%
104	N#CC(C#N)=CC1=C2OC(c3ccccc3)=CC(c3ccccc3)=C2CCC1	.	?
105	Cc1cc(=O)oc2c(C)c(OC(C)C(=O)N3CC[C@@]4(O)CCCC[C@H]4C3)ccc12 (stereo not given in full)	-1.0*	0.731µM*
106	COc1ccc(S(=O)(=O)NNC(=O)c2cccs2)cc1	9.5	19.1%
107	CC(=O)NNc1nc(-c2ccc(C)cc2)cs1	.	i
108	CCOc1ccc(C(=O)NC(=S)Nc2ncccc2C)cc1[N+](=O)[O-]	.	?
109	COc1ccc(OC)c(CNC(=O)CCN2C(=O)COc3ccccc32)c1	.	i
110	Cc1cccc(C)c1NC(=O)C1CSC2(C)CCC(=O)N12 (stereo not given)	.	?
111	O=c1cc(O)nc(-c2ccc(Cl)cc2)s1	.	?
112	O=C(Cn1c2ccccc2c(=O)c2ccccc21)Nc1ccccc1F	-7.4	7.5%
113	C[C@H](NC(=O)C1CC(=O)N(c2ccc3c(c2)OCCO3)C1)C(=O)NCc1ccco1 (stereo not given in full)	-4.2	i
114	N#Cc1ccc(C(=O)NCC2CCCCC2)cc1	.	?

Entries of single compounds as entered above. Screens in order: S3 lipid droplet cell count max	S3 lipid droplet
O=C(Cn1c2ccccc2c(=O)c2ccccc21)Nc1ccccc1F as listed: -7.4	7.5%
COc1cccc(OCC(Cn2cnc3ccccc32)OC(C)=O)c1 (stereo not given) as listed: -4.2	-8.5%
N#Cc1ccc(C(=O)NCC2CCCCC2)cc1 as listed: .	?
Fc1ccccc1/C=N/Nc1nn[nH]n1 as listed: .	i
COc1ccc2nc(NC(=O)Cn3cnc4c(=O)n(C)c(=O)n(C)c43)sc2c1 as listed: .	?

Only part of the results is shown; rates above refer to the full screens.
